H37Rv inhibition: M. tuberculosis growth inhibition, HTS (AID 449762) | actives 0.59% (n = 330,000) | inhibition, % at 25 µM; hits with a dose series show IC50 in µM | M. tuberculosis H37Rv growth inhibition, 7H9 media; higher % means a stronger effect; in the data active = a potency from the dose series; inconclusive = inhibition above about 70% without an active follow-up result;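 note: bacterial growth assessed after seven days of incubation; strong numbers were not always called active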
M. tuberculosis: growth inhibition of non-replicating M. tuberculosis (AID 488890) | Mycobacterium tuberculosis non-replicating, growth inhibition; higher % means a stronger effect | one-dose inhibition, % at 25 µM; IC50 in µM for titrated hits | actives 0.39% (n = 320,000); in the data active = a potency from the dose series; inconclusive = inhibition mostly from about 82% at the one dose, without a potency; inactive = the rest, 99 in 100 with inhibition below about 76%;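 note: plate controls were DMSO cells for no effect and high antibiotic wells for full effect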
H1N1 NS1A inhibition: NS1A inhibition, H1N1 influenza, cell based functional assay (AID 504329). NS1A functional cell-based assay, percent inhibition; higher % means a stronger effect. inhibition, % at 12.5 µM; hits with a dose series show IC50 in µM. actives 0.3% (n = 340,000); in the data active = a potency from the dose series; inconclusive = inhibition above about 27% without an active follow-up result; note: strong numbers were not always called active
Salmonella PhoP GFP: Inhibition of PhoP regulon, Salmonella typhi GFP reporter cells, confirmation, 4 h (AID 1850). Salmonella Typhi PhoP-promoter GFP reporter, fluorescence, 4 h; higher % means a stronger effect. inhibition, % at 50 µM, or IC50 in µM where a hit was titrated. actives 0.33% (n = 310,000); in the data active = a potency from the dose series; inconclusive = inhibition mostly from about 25% at the one dose, without a potency; inactive = the rest, 99 in 100 with inhibition below about 19%;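 note: 0% = induced wells with vehicle and 100% = uninduced wells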
VEEV TC-83 Vero: inhibitors of VEEV TC-83 cytopathic effect, confirmation, Vero cells (AID 588727); Vero cells, VEEV TC-83 cytopathic effect inhibition; higher % means a stronger effect; inhibition, % at 20 µM, or IC50 in µM where a hit was titrated; actives 0.13% (n = 350,000); in the data active = a potency from the dose series; inconclusive = inhibition mostly from about 14% at the one dose, without a potency; inactive = the rest, 99 in 100 with inhibition below about 12%; note: strong numbers were not always called active
* marks the source's active call; other numbers are inactive results; i = inactive; ? = inconclusive; · = no result given.

1	CCCC1Oc2ccccc2C(=O)N(CC(=O)c2ccc3c(c2)OCCO3)C1=O (configuration not stated)
2	Cn1cccc1CC(=O)NNC(=O)Nc1ccccc1F
3	O=C1c2nc3ccccn3c2C(=O)N1Cc1ccccc1
4	CN(C)c1ccc(NS(=O)(=O)c2cc3c4c(c2)CC(=O)N4CCC3)cc1
5	CC(=O)C1=C(C)NC(=O)NC1c1cccc(O)c1 (configuration not stated)
6	CC1=Nc2ncnn2C(c2ccccc2)/C1=N\O (configuration not stated)
7	CCOC(=O)c1cc2c(ccn2C)n1CC(=O)N1CCN(c2cccc(C(F)(F)F)c2)CC1
8	Fc1cccc(F)c1CSc1nc2ccccc2[nH]1

Assay by compound	1	2	3	4	5	6	7	8
H37Rv inhibition	3%	-4%	?	5%	13%	6%	-1%	-1%
M. tuberculosis	7%	5%	?	12%	13%	8%	-10%	18%
H1N1 NS1A inhibition	-2%	-1%	1%	12%	2%	-1%	2%	-1%
Salmonella PhoP GFP	9%	·	-1%	-2%	-25%	-4%	9%	5%
VEEV TC-83 Vero	0.3%	0.8%	0.6%	1.5%	2.9%	0.4%	1.2%	1.3%

9	CCc1cccc(C)c1NC(=O)C1C2CCC(O2)C1C(=O)O (configuration not stated)
10	Cc1onc(-c2ccccc2)c1-c1nnc(CN2CCN(S(=O)(=O)c3ccccc3)CC2)o1
11	COc1cc(OC)c(NS(=O)(=O)c2cccc(C(=O)OCC(=O)NCC3CCCO3)c2)cc1Cl (configuration not stated)
12	O=C(Nc1ccccc1)c1ccc(CSc2ncccn2)cc1
13	COc1ccc(/C=N/NC(=O)c2ccc(COc3ccccc3Cl)o2)cc1
14	CN(C)c1oc(-c2cccs2)nc1C#N
15	Nc1nc(NCCCN2CCOCC2)nc(Nc2ccccc2F)c1[N+](=O)[O-]
16	O=C1c2ccccc2C(=O)N1Cc1nc(-c2ccccc2)no1

Assay by compound	9	10	11	12	13	14	15	16
H37Rv inhibition	6%	-3%	-1%	3%	-4%	8%	5%	6%
M. tuberculosis	12%	6%	-5%	64%	28%	4%	44%	-3%
H1N1 NS1A inhibition	-2%	1%	3%	-13%	-5%	-4%	-1%	-10%
Salmonella PhoP GFP	-11%	·	-11%	1%	-7%	1%	-53%	-1%
VEEV TC-83 Vero	i	3.4%	0.6%	2.8%	i	1.6%	7.2%	1.2%

17	Cc1cc(C)n(CC(O)COc2ccccc2C(=O)Nc2ccccc2)n1 (configuration not stated)
18	Cc1cc(C)n(-c2ccc(C(=O)O)cc2)n1
19	CCOC(=O)CNC(=O)C(=O)c1c(O)[nH]c2ccccc12
20	CCOC(=O)C1CCN(C(=O)C2CCN(c3nc4ccc(OC)cc4s3)CC2)CC1
21	COc1cc(OC)cc(C(=O)Nc2ccc(C(=O)c3ccncc3)cc2)c1
22	Cc1ccc(S(=O)(=O)c2nc(-c3ccc(F)cc3)oc2SCC(N)=O)cc1
23	COc1ncnc2c1ncn2CC1COC(C)(C)O1 (configuration not stated)
24	CC(C)CNC(=S)N1CCC(NC(=O)C23CC4CC(CC(C4)C2)C3)CC1

Assay by compound	17	18	19	20	21	22	23	24
H37Rv inhibition	5%	-1%	-4%	52%	58%	-7%	-13%	0%
M. tuberculosis	16%	3%	8%	39%	57%	2%	-8%	2%
H1N1 NS1A inhibition	-9%	-1%	-3%	-4%	-9%	-2%	-17%	6%
Salmonella PhoP GFP	-4%	-2%	-4%	3%	-12%	-15%	-6%	12%
VEEV TC-83 Vero	0.8%	0.3%	1.2%	1.0%	4.1%	4.0%	0.6%	i

Complete entries, looked up by structure. Screens in order: H37Rv inhibition, M. tuberculosis, H1N1 NS1A inhibition, Salmonella PhoP GFP, VEEV TC-83 Vero
Cc1ccc(S(=O)(=O)c2nc(-c3ccc(F)cc3)oc2SCC(N)=O)cc1 in the list: -7%, 2%, -2%, -15%, 4.0%
CCOC(=O)C1CCN(C(=O)C2CCN(c3nc4ccc(OC)cc4s3)CC2)CC1 in the list: 52%, 39%, -4%, 3%, 1.0%
Cc1cc(C)n(-c2ccc(C(=O)O)cc2)n1 in the list: -1%, 3%, -1%, -2%, 0.3%

(cont.)
25	CC(C)(C)OC(=O)Nc1ncnc2c1ncn2C1OC(CO)C2OC(C)(C)OC21 (configuration not stated)
26	O=C(N/N=C/c1coc2ccccc2c1=O)c1cc2ccccc2o1
27	O=S(=O)(c1ccc2ccccc2c1)N1CCC(c2nc(-c3ccncc3)no2)CC1
28	N#CCCNc1c(Cl)cc(Cl)cc1C(=O)O
29	CC(=O)N1c2ccc(S(=O)(=O)N3c4ccccc4CC3C)cc2CC1C (configuration not stated)
30	CN1CCN(c2ccc(N)c(N3CCN(C)CC3)c2)CC1
31	CN1CCN(Cc2ccc(-c3ccc(Cl)cc3)o2)CC1
32	Cc1c(C(=O)NN)sc(=S)n1C

Assay by compound	25	26	27	28	29	30	31	32
H37Rv inhibition	2%	6%	-15%	9%	-5%	-4%	-8%	-13%
M. tuberculosis	-2%	54%	-9%	-12%	3%	14%	26%	-5%
H1N1 NS1A inhibition	9%	-7%	0%	-2%	-6%	18%	-8%	-1%
Salmonella PhoP GFP	-22%	0%	5%	-1%	0%	10%	11%	-23%
VEEV TC-83 Vero	0.0%	1.1%	0.7%	0.8%	2.1%	i	0.3%	2.1%

33	CCc1nnc(NC(=O)C(NC(=O)c2ccccc2Cl)C(C)C)s1 (configuration not stated)
34	CCCC[C@@H](C)C[C@@H](C)C(=O)N(C)[C@@H](CC(C)C)C(=O)N[C@H](C(=O)N(C)[C@H](C(=O)N1C[C@@H](O)C[C@H]1C(=O)N1C(=O)C=C[C@@H]1C)C(C)C)C(C)OC(C)=O (some centres not stated)
35	C/C(=N/NC(=O)c1nnn(-c2nonc2N)c1-c1ccccc1)c1ccc2c(c1)OCO2
36	CC[n+]1c(/C=C/N(C)c2ccccc2)sc2ccc(Cl)cc21
37	O=C(CC12CC3CC(CC(C3)C1)C2)Nc1ccc(C(=O)O)cc1
38	COc1ccc(CCN(C)C(=O)c2cc(-c3ccccc3)nc3ccccc23)cc1OC
39	Cc1ccc(C)c(OCCNc2ncccc2[N+](=O)[O-])c1
40	CC(C)OC(=O)c1nnc(Cc2ccc(F)cc2)o1

Assay by compound	33	34	35	36	37	38	39	40
H37Rv inhibition	2%	6%	1%	1%	-1%	2%	7%	2%
M. tuberculosis	4%	28%	5%	41%	1%	8%	26%	-17%
H1N1 NS1A inhibition	-2%	-2%	0%	1%	6%	-4%	-7%	4%
Salmonella PhoP GFP	-3%	·	0%	-3%	0%	4%	-3%	2%
VEEV TC-83 Vero	0.6%	i	2.7%	i	0.9%	7.1%	i	0.1%

41	c1ccc(-c2cn(-c3ccccc3)c3ncnc(NCCCN4CCOCC4)c23)cc1
42	Cc1ccc(C(=O)N2CCC3(CC2)Oc2ccc(F)cc2C(=O)C32CC(c3ccc(Cl)cc3)=NO2)s1 (configuration not stated)
43	CNC(C)C#Cc1ccc2oc3cc(C)c(C)cc3c(=O)c2c1 (configuration not stated)
44	Cc1ccc(S(=O)(=O)NC2(C(F)(F)F)NC(=O)N(c3ccc(F)cc3)C2=O)cc1 (configuration not stated)
45	COC(=O)CSc1nc(NC#N)nc(NC(C)C)n1
46	N#Cc1c(N)nc(-c2ccccc2)nc1-c1ccccc1
47	Cc1cc(C)cc(NC(=S)N2CCN(Cc3ccccc3)CC2)c1
48	CSc1ccccc1C(=O)N1CCCC(CNC(=O)c2ccc(F)cc2)C1 (configuration not stated)

Assay by compound	41	42	43	44	45	46	47	48
H37Rv inhibition	1%	-1%	4.6µM*	11%	7%	4%	1%	0%
M. tuberculosis	15%	51%	7.6µM*	-5%	1%	-5%	-7%	-4%
H1N1 NS1A inhibition	4%	-6%	4%	16%	-11%	-3%	10%	-2%
Salmonella PhoP GFP	0%	13%	-5%	-7%	-2%	-25%	-3%	5%
VEEV TC-83 Vero	9.1%	0.5%	4.4%	i	0.7%	0.8%	i	1.4%

49	COc1ccc(OC)c(-c2cc(C(=O)N3CCN(c4ccccc4)CC3)no2)c1
50	CCN(CCO)Cc1csc2c(Br)cccc12
51	CN(C(=O)c1ccc(NC(=O)Cc2cccc([N+](=O)[O-])c2)cc1)C1CCCC1
52	COCCn1cnc2c1c(=O)n(Cc1ccc(Br)cc1)c(=O)n2Cc1ccccc1
53	O=C(NNC(=O)c1cc2cc(OC(F)(F)F)ccc2[nH]1)c1ccc(Cl)cc1
54	O=C(CCCN1C(=O)S/C(=C/C=C/c2ccccc2)C1=O)Nc1ccc(C(=O)O)cc1
55	Cc1ccccc1N(C(=O)Cc1ccsc1)C(C(=O)NC1CCCCC1)c1ccc(F)cc1 (configuration not stated)
56	COc1cccc(-n2c(SCC(=O)N3CCOCC3)nnc2-c2c[nH]c3ccccc23)c1

Assay by compound	49	50	51	52	53	54	55	56
H37Rv inhibition	-5%	1%	10%	-3%	-4%	-5%	-2%	2%
M. tuberculosis	24%	-1%	28%	-2%	-2%	14%	-5%	-1%
H1N1 NS1A inhibition	8%	-5%	1%	-4%	·	-4%	4%	-22%
Salmonella PhoP GFP	-10%	6%	·	-6%	3%	-8%	-7%	-5%
VEEV TC-83 Vero	4.5%	0.4%	i	1.1%	33%	4.0%	0.5%	i

57	Oc1cc(CNC2CCCCC2)c(O)cc1CNC1CCCCC1
58	O=C(CSc1nnc(-c2c[nH]c3ccccc23)o1)N1c2ccccc2CCc2ccccc21
59	COc1ccc(-n2nc3c(N4CCC(C(=O)NCc5ccccc5C)CC4)nnc(C)c3c2C)cc1
60	Cc1cc(C)nc(NC(=O)CSc2nc3cc(Cl)ccc3s2)n1
61	O=c1ccn([C@@H]2O[C@H](COS(=O)(=O)O)[C@@H](O)[C@H]2O)c(=O)[nH]1
62	Cc1cc(NC(=O)CSc2nnnn2Cc2ccccc2)no1
63	CCN(CC)C(=O)N1CCN(S(=O)(=O)c2ccccc2)CC1
64	CC(C)C[C@@H]1CN=C(N)N1C[C@@H]1CCCN1C[C@@H](C(C)C)N1C[C@@H](Cc2ccccc2)N(CCc2ccc(Cl)c(Cl)c2)C1=N

Assay by compound	57	58	59	60	61	62	63	64
H37Rv inhibition	·	-5%	8%	46%	-3%	0%	6%	?
M. tuberculosis	·	15%	25%	?	8%	50%	2%	?
H1N1 NS1A inhibition	-10%	5%	-1%	-2%	1%	13%	1%	14%
Salmonella PhoP GFP	·	-5%	6%	3%	·	-7%	5%	·
VEEV TC-83 Vero	2.8%	2.2%	i	0.8%	0.5%	2.9%	i	i

65	Nc1nc(SCc2ccccc2[N+](=O)[O-])c2ncn(Cc3ccccc3)c2n1
66	C/C(=N\Nc1ccccn1)c1ccc(S(=O)(=O)NCc2ccco2)cc1
67	CC(OC(=O)c1ccc(Cl)c(S(N)(=O)=O)c1)C(=O)NCC1CCCCC1 (configuration not stated)
68	O=C(c1ccncc1)c1ccc(NS(=O)(=O)c2ccc(Br)s2)cc1
69	CC(C)C[C@@H](CO)NS(=O)(=O)c1c(F)cccc1F
70	CC1(C)CCC[C@]2(C)[C@H]3CC(=O)O[C@]3(C)CC[C@@H]12
71	O=c1ccc2[n+]([O-])c3ccc(O)cc3oc-2c1
72	CCOc1cc(C2C3=C(CCCC3=O)NC3=C2C(=O)CCC3)ccc1OCCO

Assay by compound	65	66	67	68	69	70	71	72
H37Rv inhibition	·	10%	-1%	-5%	·	5%	·	5%
M. tuberculosis	·	38%	14%	2%	·	-5%	·	-8%
H1N1 NS1A inhibition	8%	4%	-17%	6%	-27%	-6%	16%	-5%
Salmonella PhoP GFP	·	3%	·	-11%	·	-5%	·	-7%
VEEV TC-83 Vero	11%	?	0.3%	0.1%	0.1%	1.6%	i	i

Values by screen from the list.
Entries 66–69 in H1N1 NS1A inhibition: 4%, -17%, 6%, -27%

(cont.)
73	COCCCn1c(=O)c2sccc2n2c(CCCC(=O)NCc3cccc(OC)c3)nnc12
74	O=C(O)c1ccc2cc[nH]c2c1
75	Cc1nn2c(=O)nc3sc4c(c3c2[nH]c1=O)CCCC4
76	CCOC(=O)c1c(C)[nH]c(C)c1C(=O)CSc1nc2ccccc2n1CC
77	CCc1ccc(S(=O)(=O)Nc2cc3c(cc2C)n(C)c(=O)n3C)cc1

Assay by compound	73	74	75	76	77
H37Rv inhibition	-1%	3%	-4%	-15%	8%
M. tuberculosis	3%	15%	10%	8%	29%
H1N1 NS1A inhibition	-1%	-12%	·	5%	-1%
Salmonella PhoP GFP	-3%	-3%	-5%	1%	-9%
VEEV TC-83 Vero	0.0%	0.8%	·	?	i
